Screens deposited in PubChem BioAssay by National Center for Advancing Translational Sciences (NCATS).
GLP-1R agonist: activates the human GLP-1 receptor. P43220. HEK293 GLP-1R CRE-luciferase, luminescence, 4-6 h; cells express a hypersensitive GLP-1R form. Potency, µM (doses to about 45.6 µM), without a hit: at the highest dose activation, usual class: activators. hit rate 0.007% among 380,000. AID 624172; also: % of control where 0% means no effect
Target sequence (P43220 whole entry, looked up): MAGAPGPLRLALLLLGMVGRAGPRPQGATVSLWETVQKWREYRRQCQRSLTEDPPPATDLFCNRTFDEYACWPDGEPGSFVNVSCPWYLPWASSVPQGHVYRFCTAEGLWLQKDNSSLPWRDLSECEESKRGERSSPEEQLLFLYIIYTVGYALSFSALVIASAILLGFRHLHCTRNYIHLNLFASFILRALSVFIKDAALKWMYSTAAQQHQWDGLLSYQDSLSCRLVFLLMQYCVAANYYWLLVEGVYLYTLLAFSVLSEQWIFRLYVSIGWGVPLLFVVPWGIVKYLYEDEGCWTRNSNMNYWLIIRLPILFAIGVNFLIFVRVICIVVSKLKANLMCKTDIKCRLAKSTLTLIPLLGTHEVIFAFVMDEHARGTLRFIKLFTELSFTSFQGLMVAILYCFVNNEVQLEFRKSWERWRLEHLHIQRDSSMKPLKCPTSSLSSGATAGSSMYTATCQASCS
SW480 rerep: induces DNA re-replication in SW480 colon adenocarcinoma cells | hit rate 1.8% among 340,000 | Potency, µM (doses to about 46.1 µM), for inactives: at the top dose re-replication activation, usual class: activators | AID 624297 | SW480 DNA re-replication, Hoechst DNA content imaging, 48 h; also: % of control where 0% means no effect; nearly all actives have a fitted effect of over 55% in size
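Image-based read-out: total Hoechst fluorescence of nuclei (405 nm excitation, 500-530 nm emission), with hits raising the fraction of high-intensity nuclei. SW480 colon cells incubated 48 hr with compounds at 37 C.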
HT1080 IDH1KD tx: HT-1080 IDH1 knockdown cell toxicity (counter line); HT-1080 IDH1 knockdown viability, ATP luminescence, 48 h; Potency, µM (titrated, usually from 46.1 µM), without a hit: top-dose activity, negative = toxicity, actives largely listed as cytotoxic; hit rate 2% among 360,000;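 also: 0% = DMSO wells and -100% = cell-free medium wells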
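Viability of IDH1-knockdown HT-1080 fibrosarcoma cells was assessed by CellTiter-Glo after 48 h at 37 °C with titrated compound; concentration-effect curves were classified by fit quality and response size.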
HEK293 tox: cytotoxicity in counter-screen for GLP-1R inverse agonists; HEK293 cAMP-luciferase reporter cells, luminescence, 24 h; Potency, µM (titrated, usually from 38.3 µM), for the others: at the highest dose activity change, negative = inhibition, most hits filed as inhibitors; hit rate 0.13% among 410,000;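 also: loss of luciferase light is scored as toxicity; % is scaled to controls: 0 for no effect and ±100 for the full control effect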
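Cells in DMEM/10% Nu serum/1% pen-strep, 1536-well format. Pre-incubated 12 h, dosed with 23 nL compound, incubated a further 24 h. Luciferase detection, 12 min at room temp, luminescence.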
TDP43 rescue: inhibitors of TDP-43 toxicity in yeast; TDP-43 expressing yeast growth rescue, BacTiter-Glo, 24 h; Potency, µM (doses to about 46.1 µM), for the others: at the top dose growth rescue (activation), hits mostly activators; hit rate 1.8% among 410,000; AID 652104; also: % of control where 0% means no effect; nearly all actives have a fitted effect of over 50% in size
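Cell-based yeast growth screen: TDP-43 expression induced in galactose, inoculum OD600=0.02 after raffinose pregrowth to mid-log. Read-out BacTiter-Glo luminescence at 24 hr, 30 deg C; inhibition of toxicity seen as signal increase.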
KB-3-1 cytotox: kills parental KB-3-1 adenocarcinoma cells | Potency, µM (series often up to 46.1 µM), for inactives: at the top dose activity change, negative = cytotoxic, usual class: cytotoxic | AID 1347075 | hit rate 1.4% among 400,000 | KB-3-1 viability, CellTiter-Glo ATP luminescence, 72 h; also: % is scaled to controls: 0 for no effect and ±100 for the full control effect; nearly all actives have a fitted effect of over 60% in size
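Parental KB-3-1 viability, qHTS format: 72 h compound exposure, 37 °C; CellTiter-Glo; media-only wells and DMSO plates as controls; concentration-effect fits on corrected data.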
HT1080-NT tox: kills 2HG-producing HT-1080-NT fibrosarcoma cells; hit rate 1.6% among 360,000; HT-1080-NT fibrosarcoma viability, CellTiter-Glo ATP luminescence, 48 h; Potency, µM (doses to about 46.1 µM), inactives show top-dose activity, negative = less viability, hits mostly cytotoxic;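 also: NT is the 2HG producing partner of a matched IDH1 knockdown line; 0% = DMSO-treated cells and -100% = media-only wells without cells; nearly all actives have a fitted effect of over 55% in size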
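Read-out is CellTiter-Glo luminescence after 10 minutes at room temperature, following 48 hours' compound treatment of HT-1080-NT cells (750 cells/well, RPMI, 5% FBS, 37 degrees C).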
KB-V1 cytotox: KB-V1 MDR subline cytotoxicity. KB-V1 MDR cells viability, CellTiter-Glo, 72 h. Potency, µM (series often up to 46.1 µM), for inactives: at the highest dose activity change, negative = cytotoxicity, most hits filed as cytotoxic. hit rate 3.4% among 400,000. AID 1347076; also: % is scaled to controls: 0 for no effect and ±100 for the full control effect; nearly all actives have a fitted effect of over 60% in size
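Luminescent ATP read-out (CellTiter-Glo, 10 min) measures survival of drug-selected KB-V1 MDR cells after 72 h, 37 degrees C compound exposure. Medium: phenol-red-free DMEM, 10% FBS. Values from fitted concentration-response curves.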
GLP-1R inv ag: inverse agonists of human GLP-1 receptor | P43220 | HEK293 GLP-1R CRE-luciferase, luminescence, 24 h; GLP-1R form is constitutively active | Potency, µM (series often up to 38.3 µM), without a hit: at the top dose activity change, negative = inhibition, hits mostly inhibitors | hit rate 1.6% among 410,000 | AID 624417; also: % is scaled to controls: 0 for no effect and ±100 for the full control effect; nearly all actives have a fitted effect of over 55% in size
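Luminescence readout: a drop in cAMP-driven luciferase signal flags inverse agonism at a constitutively active GLP-1R stably expressed in HEK293. Compound exposure lasted 24 hr at 37 deg C, 5% CO2.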
Active calls of the source: *; ? = inconclusive; / = not tested or not shown; & = joins results of further samples; [ ] = remark or other dose. Calls follow the shape of the dose curve; as a rule, active = well fitted curve in the direction sought with a large enough effect; inconclusive = small, poorly fitted or top-dose-only effect, or another doubt; inactive = no such curve, though single readings can be large; an effect the other way counts as inactive or inconclusive. Potency is read from the fitted curve at half-maximal effect.

The first 3 compounds, ahead of the listing:
SMILES	GLP-1R agonist	SW480 rerep	HT1080 IDH1KD tx	HEK293 tox	TDP43 rescue	KB-3-1 cytotox	HT1080-NT tox	KB-V1 cytotox	GLP-1R inv ag
O=C(NCCC(F)(F)F)C1Cc2c(-c3ccc(Cl)cc3)ccnc2O1 (stereo not drawn)	-1%	/	7%	-7%	23%	-4%	13%	-3%	-29%
O=C(NCC1CCCO1)c1ccccc1NS(=O)(=O)c1cc([N+](=O)[O-])ccc1Cl (stereo not drawn)	6%	3%	-7%	-17%	-18%	?	-11%	16µM*	-20%
C=CCCC(=O)N1C[C@H]2CCN(C)[C@H]2C[C@H]1c1ccccc1	-4%	/	6%	4%	3%	0%	13%	26%	9%

Results (from the top)
SMILES	GLP-1R agonist	SW480 rerep	HT1080 IDH1KD tx	HEK293 tox	TDP43 rescue	KB-3-1 cytotox	HT1080-NT tox	KB-V1 cytotox	GLP-1R inv ag
O=C(NCCC(F)(F)F)C1Cc2c(-c3ccc(Cl)cc3)ccnc2O1 (stereo not drawn)	-1%	/	7%	-7%	23%	-4%	13%	-3%	-29%
O=C(NCC1CCCO1)c1ccccc1NS(=O)(=O)c1cc([N+](=O)[O-])ccc1Cl (stereo not drawn)	6%	3%	-7%	-17%	-18%	?	-11%	16µM*	-20%
C=CCCC(=O)N1C[C@H]2CCN(C)[C@H]2C[C@H]1c1ccccc1	-4%	/	6%	4%	3%	0%	13%	26%	9%
COc1ccc(OCCNC(=O)c2ccc3nc(C)c(N(C)C(=O)CCc4ccccc4)n3c2)cc1	-9%	/	0%	1%	6%	0%	-15%	-8%	-21%
CC(C(=O)NCc1ccc2c(c1)OCO2)N1c2cccc3cccc(c23)S1(=O)=O (stereo not drawn)	10%	7%	-11%	-6%	13µM*	3%	1%	0%	-18%
C=CCN1C(=O)c2oc3ccccc3c(=O)c2C1c1ccc(O)c(OC)c1 (stereo not drawn)	6%	-6%	-4%	1%	-13%	-1%	-1%	-9%	21%
O=C1NC(c2ccccc2)C(C(=O)c2cccs2)C(O)(C(F)(F)F)N1 (stereo not drawn)	-12%	-6%	-1%	-5%	-6%	-7%	-4%	-5%	-2%
Cn1c(-c2ccc(C#N)cc2)c(C#Cc2ccccc2)c2ccccc21	13%	1.3µM*	-4%	324%[activator]	11%	0%	-1%	0%	-24%
Cc1cc2ncn(-c3nnnn3-c3ccccc3)c2cc1C	19%	-3%	10%	2%	18µM*	-7%	14%	-6%	0%
O=C(O)Cn1cc(C(=O)c2cccs2)c2ccccc21	0%	-11%	4%	8%	-16%	5%	1%	7%	70%[activator]
Cc1ccc(C)c(N2CCN(C(=O)CNS(=O)(=O)c3cccs3)CC2)c1	0%	0%	6%	2%	-17%	-9%	-15%	0%	1%
C[C@H]1NC(=O)[C@@]2(C)[C@@H](c3ccccc3)[C@H]3COc4ccccc4[C@H]3N2C1=O	-6%	-13%	1%	?	11%	-1%	-2%	-7%	9%
COCCCNC(=O)c1c(NC(=O)c2nc(S(C)(=O)=O)ncc2Cl)sc2c1CCCC2	/	/	/	-6%	?	2%	/	2%	9%
COc1ccc2nc3ccccc3nc2c1	8%	-31%	9%	2%	23%	0%	-1%	1%	41%[activator]
O=C(CN(C(=O)c1ccccc1Cl)N1C(=O)C2C3C=CC(C3)C2C1=O)c1cccs1 (stereo not drawn)	-6%	-14%	4%	6%	12%	7%	-1%	-4%	-10%
COc1ccc(N2CCN(C(=O)c3nn(C)c4c3CS(=O)(=O)c3ccccc3-4)CC2)cc1	-2%	-14%	23%	7%&0%	20%&29%	-5%&-4%	10%	6%&11%	16%&14%
Cc1ccc(OCCCc2c(C)n[nH]c2C)cc1	15%	-3%	-22%	6%	-24%[1.82 µM]	?	-15%	1%	5%
CN(C)S(=O)(=O)c1ccc(N2CCCC2)c(C(=O)Nc2ccc(C(N)=O)cc2)c1	8%	1%	-1%	0%	25%	-1%	16%	24%	-11%
CCOc1cccc(NC(=O)C2CC(=O)N(C)C(=Nc3cccc(F)c3)S2)c1 (stereo not drawn)	1%	-1%	?	-15%	?	2%	-30%	-24%	-20%
CC(C)N(C(=O)COC(=O)c1ccc(Cl)c(S(N)(=O)=O)c1)C(C)C	2%	2%	-5%	-7%	-12%	-11%	1%	-7%	10%
CCO/N=C1\C(=O)N(c2ccccc2)c2ccccc21	17%	-6%	0%	29%[7.66 µM]	?	-2%	-2%	-15%	23%[7.66 µM]
Cc1cc(OC(=O)c2ccc(Cl)cc2)cc(=O)n1C	-1%	-7%	-1%	?	-9%	-2%	-1%	-1%	3%
O=c1c2ccccc2n(Cc2ccc(F)cc2)c(=O)n1C1CCCC1	-2%	-2%	-24%	14%	-8%	-7%	?	?	?
CCOC(=O)[C@]12CCCC=C1N(Cc1ccc(Cl)cc1Cl)C(=O)[C@H](CC(=O)NCc1cccc3ccccc13)C2	0%	/	-20%	4%	21%	?	-22%	?	?
Fc1ccc(NCc2cn3ccccc3n2)cc1	13%	-5%	-3%	16%	4%	-5%	-3%	0%	4%
Cc1ccc(Oc2ccc(C(=O)NC3CCSC3=O)cn2)cc1 (stereo not drawn)	-13%	0%	3%	-7%	0%	10%	5%	15%	?
O=C(O)C1=C[C@@H](C2CC2)C[C@@H](OCc2ccc(CO)cc2)O1	-6%	-51%[inhibitor][9.22 µM]	12%	5%	14%	-3%	-2%	-7%	6%
Cc1[nH]nc2c1C(c1ccc(OC(=O)c3ccco3)cc1)C(C#N)=C(N)O2 (stereo not drawn)	-10%	-4%	7%	-4%	-15%	12%	12%	21%	-4%
CSC(=NS(=O)(=O)c1ccccc1)SC	-1%	5%	12%	4%	18%	-15%	1%	-17%	-4%
CCC1C(=O)NCCN1Cc1nc(-c2ccc(C)s2)oc1C (stereo not drawn)	8%	1%	19%	3%	-8%[1.82 µM]	8%	-3%	1%	-2%
CN(C)S(=O)(=O)c1ccc(C(=O)Nc2ccc3ncccc3c2)cc1	19%	-4%	12%	-13%	-9%	12%	17%	20%	56%[activator]
Cc1ccc2scc(N3CCC(C)CC3)c(=O)c2c1	/	/	/	0%	?	-6%	/	9%	10%
Cc1ccc(S(=O)(=O)N2CCOCC2)cc1C(=O)NCCc1ccc(Cl)cc1	15%	2%	-7%	-5%	-23%	0%	?	-3%	-23%
CC[C@@H](NCCCn1ccc(NC(=O)OCc2ccccc2)nc1=O)c1ccccc1	-7%	/	-21%	-13%	0%	-21%	-4%	-19%	?
O=C(COc1ccccc1[N+](=O)[O-])Nc1ccc(N2CCN(C(=O)c3cccs3)CC2)cc1	-5%	1%	?	?	20%	-7%	-19%	9.2µM*	?
CC1(C)CC2CC(C)(CN2C(=O)COC(=O)c2ccc(NC(=O)CC#N)cc2)C1 (stereo not drawn)	-7%	-8%	0%	-14%	11%	4%	-15%	5%	-28%
COc1cc(NC(=O)C2CCCN2S(=O)(=O)c2ccc3c(c2)CCC(=O)N3)cc(OC)c1 (stereo not drawn)	12%	-3%	-1%	-1%	-7%	0%	17%	1%	23%
Cc1csc(-c2nc3ccccc3n2C(C(=O)NC(C)(C)C)c2ccccc2)c1 (stereo not drawn)	/	/	14%	1%	18%	-1%	15%	-23%	18%
O=C(Nc1ccc(F)cc1F)c1ccc(-n2cnc3cccnc32)cc1	-1%	/	/	-2%	?	?	/	?	-21%
Cc1ccc(NC(=O)CN2C(=O)/C(=C\c3cccs3)SC2=S)cc1	8%	?	14%	15%	-4%	2%	15%	9%	2%
Cc1ccccc1NC(=O)Cc1nc(COC(=O)c2cc([N+](=O)[O-])ccc2N)cs1	14%	6%	6%	15%	8%	8%	2%	?	6%
c1ccc(-n2ncc3c(NCc4cccs4)ncnc32)cc1	-1%	-5%	-17%	-10%	?	-6%	-9%	?	-26%
COc1ccnc(Oc2ccccc2)n1	5%	-7%	16%	15%	-5%	1%	16%	-11%	20%
CCc1ccc(NCc2nc(-c3ccccc3)no2)cc1	5%	?	-13%	21%	5%	12%	2%	?	?
O=C(c1cccc(Cl)c1)N1CCC(N2CCC(C(=O)N3CCCC3)CC2)CC1	5%	-6%	14%	7%	-8%	-12%	5%	7%	-1%
COc1cccc(CN2CCNC(=O)C2CC(=O)N(C)CCc2ccccn2)c1 (stereo not drawn)	0%	1%	12%	0%	-6%	3%	29%	4%	22%
CCOC(=O)c1sc(=NC(=O)/C=C/c2ccccc2)n(C)c1C	7%	2%	12%	-1%	-13%	13%	12%	?	48%[activator]
CCN(CC)CCN(Cc1cc2cc(C)ccc2[nH]c1=O)C(=O)Nc1ccccc1OC	-9%	-1%	-25%	?	-1%	-4%	-27%	10%	13µM*
CCCn1c(N)c(C(=O)CN2CCN(S(=O)(=O)c3cccs3)CC2)c(=O)[nH]c1=O	2%	2%	-10%	-10%	-11%	-11%	-5%	0%	-7%
CSc1nc(N)nc2c1ncn2CC(=O)N1CCN(Cc2c(C)cc(C)cc2C)CC1	2%	-3%	?	1%	15%	?	?	-2%	?
Cc1ccc(C(=O)N2CCCCC2)cc1NC(=O)c1nsc2ccccc12	/	/	/	2%	?	-3%	/	?	-19%
Fc1ccc(N/N=C/C=C/c2ccccc2)c(F)c1	0%	-6%	-1%	1%	16%	-6%	-1%	7%	?
Cc1nn(C(C)C(=O)NCCC2=CCCCC2)c(=O)c2nn(-c3ccccc3)c(C)c12 (stereo not drawn)	17%	-31%	-1%	-9%	19%	-13%	?	?	?
COc1cc(OC)c(NC(=O)C2CCCO2)cc1Cl (stereo not drawn)	-1%	1%	19%	5%	11%	17%	14%	3%	6%
CCN(CC(=O)Nc1ccc(NC(C)=O)cc1)C(=O)C1CCCN(C(=O)c2ccc(Cl)cc2)C1 (stereo not drawn)	7%	-8%	7%	-9%	4%	-4%	5%	1%	19%
